Screening data as filed in PubChem.
Rev-erbA mod: modulates human Rev-erb alpha binding to DNA; activity, % at 10 µM; 370,000 tested, 0.79% active; Rev-erbα–FITC-DNA binding, fluorescence polarization, 90 min; AID 1259318; P20393;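 active = activity above about 14%, limit read from the data; passing the limit was not always enough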;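 note: 0% = DMSO wells with 35 nM protein and 100% = DMSO wells with 750 nM protein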
GC-B act: GC-B (human) receptor activation; 370,000 tested, 0.11% active; activation, % at 10 µM; HEK293-GC-B cells, CNP EC30, cGMP TR-FRET; 0% at EC30 CNP, 100% saturating CNP; P20594;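 active = activation at 10 µM reaching about 35% in either raw or pattern-adjusted values, limit read from the data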
NPR1 activator: GC-A (human) enzyme activation; HEK293 GC-A cells, cGMP TR-FRET, EC30 ANP; 0% at EC30 ANP, 100% saturating ANP; activation, % at 10 µM; 370,000 tested, 0.14% active; in the data active = activation above about 40%
Target sequence (P16066 whole entry, looked up): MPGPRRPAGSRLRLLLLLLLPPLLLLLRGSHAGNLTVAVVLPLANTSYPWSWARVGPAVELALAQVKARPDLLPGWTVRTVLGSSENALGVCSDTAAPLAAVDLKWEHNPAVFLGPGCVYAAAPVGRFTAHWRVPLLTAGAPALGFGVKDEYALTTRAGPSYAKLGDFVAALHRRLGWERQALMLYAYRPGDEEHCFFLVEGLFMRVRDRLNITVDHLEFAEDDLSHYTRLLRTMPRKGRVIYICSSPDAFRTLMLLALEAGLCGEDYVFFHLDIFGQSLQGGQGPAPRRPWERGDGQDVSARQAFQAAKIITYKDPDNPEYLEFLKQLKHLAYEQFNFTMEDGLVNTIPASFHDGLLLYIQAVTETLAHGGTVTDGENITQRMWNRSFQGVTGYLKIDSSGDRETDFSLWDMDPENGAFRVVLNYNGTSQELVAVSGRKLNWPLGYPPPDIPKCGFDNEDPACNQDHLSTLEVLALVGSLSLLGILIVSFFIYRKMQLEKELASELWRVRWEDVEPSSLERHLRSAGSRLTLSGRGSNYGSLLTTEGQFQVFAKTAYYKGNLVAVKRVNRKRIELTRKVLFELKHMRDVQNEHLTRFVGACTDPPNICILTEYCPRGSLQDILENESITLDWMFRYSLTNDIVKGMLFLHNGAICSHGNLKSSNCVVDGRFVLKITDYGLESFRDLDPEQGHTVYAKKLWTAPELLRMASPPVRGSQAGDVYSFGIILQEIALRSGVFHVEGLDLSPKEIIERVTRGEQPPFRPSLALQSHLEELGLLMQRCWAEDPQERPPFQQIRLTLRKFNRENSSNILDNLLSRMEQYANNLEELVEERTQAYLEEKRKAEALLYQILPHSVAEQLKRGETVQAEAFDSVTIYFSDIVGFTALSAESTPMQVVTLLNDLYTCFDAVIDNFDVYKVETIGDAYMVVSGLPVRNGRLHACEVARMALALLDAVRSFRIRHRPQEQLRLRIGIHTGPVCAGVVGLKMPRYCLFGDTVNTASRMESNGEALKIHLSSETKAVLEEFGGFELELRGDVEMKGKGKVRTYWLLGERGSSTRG
ASAP1 inh: blocks human ASAP1-stimulated Arf1 GTP hydrolysis. inhibition, % at 16.5 µM. AID 624377. GDP FP detection. 360,000 tested, 0.19% active; in the data active = inhibition above about 25%;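 note: 0% = vehicle with enzyme and substrate and 100% = no enzyme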
ABHD4 inh: inhibits mouse alpha/beta hydrolase domain 4 | Q8VD66 | purified mABHD4, FP-Rh probe fluorescence polarization | inhibition, % at 8.92 µM | 370,000 tested, 0.54% active | AID 720543;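 active = inhibition exceeding the mean over every tested compound plus 3 SD, cut at about 30% in these data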;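 note: 0% = plate median of compound wells and 100% = S159A mutant with DMSO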
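Test system: mouse ABHD4 enzyme, wild type. Reagent: FP-Rh fluorescent activity-based probe, added after compound pre-incubation. Timing: pre-incubation 45 min, probe exposure 60 min, at 25 °C. Technique: FP readout, ex 525 nm / em 598 nm. Benchmarks: high control S159A mutant with DMSO, low control median of compound wells.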
rCAG RNA binder: binds r(CAG) RNA repeats; inhibition, % at 3 µM; r(CAG) RNA repeat, TO-PRO-1 dye displacement fluorescence; 370,000 tested, 1.3% active;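 active = inhibition above the plate cutoff, the mean of all test compounds on that plate plus 3 SD, cut at about 35% in these data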;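 note: 0% = DMSO alone and 100% = 100 µM mitoxantrone as full dye displacement; higher means more dye released from RNA so lower well fluorescence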
ARFGAP1 inh: inhibits rat ARF GTPase activating protein 1 | Q62848 | Arfgap1-stimulated ARF1 GTP hydrolysis, GDP FP detection | inhibition, % at 16.5 µM | 360,000 tested, 0.26% active | AID 651572;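 active = inhibition above a per-plate limit, mean inhibition of low control wells plus 3 SD, cut at about 25% in these data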;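 note: 0% = DMSO wells with enzyme and 100% = wells lacking Arfgap1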
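Material: truncated rat Arfgap1 GAP domain; Incubation: compound-enzyme preincubation 20 min, reaction 120 min, detection 60 min, 25 °C; Read-out: percent inhibition of Arfgap1-stimulated GTP hydrolysis; Technique: FP, GDP Alexa 633 tracer displaced from anti-GDP antibody, 620/688 nm; Controls: No-Arfgap1 wells (100%) versus DMSO full-reaction wells (0%); Replication: single well per compound.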
HTRA1 inhibitor: blocks human HTRA1 serine peptidase; inhibition, % at 5.96 µM; Q92743; recombinant HTRA1, FP-rhodamine activity-based probe, fluorescence polarization; 340,000 tested, 0.5% active; in the data active = inhibition above about 36%;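 note: 0% = enzyme with DMSO and 100% = wells lacking enzyme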
PG9 Ab binder: binds the HIV-1 gp120 antibody PG9 | TR-FRET gp120-PG9 antibody binding | inhibition, % at 6.7 µM | 360,000 tested, 0.43% active | AID 624416; in the data active = inhibition above about 8.5%
SMARCA2 activ: increases SMARCA2 function in MMTV reporter cells | MG213 cells, MMTV-luciferase reporter, dexamethasone, overnight | activation, % at 9.1 µM | 370,000 tested, 1% active; in the data active = activation above about 7.8%;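 note: 0% = vehicle wells and 100% = reference activator wells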
Numbers without * were called inactive; . = not tested or not shown.

Below each SMILES: PG9 Ab binder | ARFGAP1 inh | Rev-erbA mod | ABHD4 inh | HTRA1 inhibitor | NPR1 activator | GC-B act | ASAP1 inh | SMARCA2 activ | rCAG RNA binder
#1 N#Cc1ccc(/C=C/C(=O)c2ccccc2)cc1
    -1.3 | 7 | 3 | -4 | -8 | 8 | -8 | -3 | -4 | -1
#2 COc1cc(N)c(C(=O)c2nccc3cc(OC)c(OC)cc23)cc1OC
    -1.4 | -17 | 1 | -2 | 5 | 0 | 2 | 8 | 1 | 1
#3 CC(C)Nc1nc(Cl)nc(NCCOc2ccccc2)n1
    0.3 | -13 | 8 | 0 | -1 | 4 | -1 | -1 | 0 | -6
#4 O=C(CCc1ccccc1)N[C@H]1[C@@H](O)CCC[C@]12C(=O)N(Cc1ccccc1)c1ccccc12
    . | . | 0 | -3 | . | -15 | -13 | . | -1 | 4
#5 NC(=O)C1CCN(c2ccc(S(=O)(=O)N3CCCCC3)cn2)CC1
    -0.5 | 13 | -4 | 1 | -4 | -1 | 3 | -2 | -5 | -1
#6 COc1ccc(N2CCN(CCCNC(=O)C3CCCN(S(=O)(=O)c4c(C)n[nH]c4C)C3)CC2)cc1 (stereo unspecified)
    1.2 | -4 | 0 | -2 | 4 | -2 | -2 | 2 | -5 | -5
#7 COc1ccc(CC(=O)N/N=C(\C)c2cccnc2)cc1OC
    -2.6 | 4 | -1 | -8 | 1 | -1 | -2 | 7 | -4 | -1
#8 COc1cccc(N2CCN(C(=O)C3CCCN(S(=O)(=O)c4cnc[nH]4)C3)CC2)c1 (stereo unspecified)
    -1.3 | 3 | 5 | 2 | 8 | -3 | 3 | -4 | -2 | 5
#9 C=CCN(c1ccccc1)S(=O)(=O)c1cccc(C(=O)Nc2nnc(SCC)s2)c1
    0.7 | 3 | 0 | -14 | -3 | -4 | -3 | 1 | -1 | 52*
#10 Cc1ccc(C)c(NC(=S)NCc2cccs2)c1
    -0.2 | 7 | 6 | 3 | -5 | -1 | 5 | -8 | -2 | -1
#11 COc1ccc(C(O)Cn2ccsc2=NC(C)=O)cc1 (stereo unspecified)
    -1.8 | 1 | 5 | -3 | 2 | -4 | 1 | 8 | -3 | -2
#12 O=C(Cn1cnc2ccccc2c1=O)Nc1ccc(S(=O)(=O)N2CCOCC2)cc1
    0.3 | 1 | 8 | 8 | -184 | 4 | 3 | 7 | -4 | 8
#13 Cc1ccc(F)c(S(=O)(=O)NC(=O)C2(C)CCN2C(=O)CC2CCCCC2)c1 (stereo unspecified)
    -1.6 | 5 | -4 | 3 | . | -1 | -1 | -9 | 2 | 10
#14 CC1CC(C)CN(CCCNC(=O)c2c(O)nc3ccccn3c2=O)C1 (stereo unspecified)
    1.7 | 6 | 4 | 1 | 6 | 0 | 0 | -25 | -1 | -3
#15 CC(=O)c1ccc(NC(=O)C(C)Sc2nnc3ccccn23)cc1 (stereo unspecified)
    -0.8 | -4 | -1 | 2 | 14 | -1 | -2 | -22 | 1 | 0
#16 CCN(c1ccccc1)S(=O)(=O)c1ccc(OC)c(NC(=O)Cn2cnc3c2c(=O)n(C)c(=O)n3C)c1
    -1.4 | -12 | 4 | 3 | 5 | -3 | -3 | -3 | 1 | 6
#17 O=C(CSc1nc2ccccc2s1)N/N=C/c1ccc(C(=O)O)cc1
    -1.2 | -13 | 2 | -20 | -5 | 3 | 3 | 3 | 1 | 10
#18 CCN1CCN(C(=O)CCc2nc3ccccc3n2-c2ccccc2)CC1
    -0.3 | 3 | -3 | 2 | 5 | -4 | 2 | 9 | -1 | -10
#19 CCN(CC(=O)NC1CCS(=O)(=O)C1)C(=O)COc1ccccc1-c1ccccc1 (stereo unspecified)
    2.1 | -8 | 4 | 0 | 2 | -1 | 2 | -11 | 2 | -5
#20 C=CCN1C(=O)C(Cc2ccc(Br)cc2)S/C1=N\N=C\c1ccco1 (stereo unspecified)
    0.0 | -5 | 9 | -5 | -10 | -18 | -14 | -3 | -1 | 4
#21 O=C1[C@@H](Oc2ccccc2)[C@@H](c2ccncc2)N1c1ccccc1
    -1.3 | 16 | -4 | 6 | 0 | -2 | 0 | 4 | -5 | 3
#22 CCCCCOc1ccc(C2C(C(C)=O)=C(C)Nc3ncnn32)cc1OC (stereo unspecified)
    0.9 | 4 | 0 | 1 | -1 | 1 | 2 | 7 | -1 | -6
#23 CC1CC(C)CN(C(=O)C2CCC(CNS(=O)(=O)c3ccccc3)CC2)C1 (stereo unspecified)
    -0.1 | 4 | 2 | 0 | 7 | 4 | 5 | 0 | -2 | -8
#24 Cc1ccc(NC(=O)COC(=O)CNC(=O)C2CCCCC2)cc1S(=O)(=O)N(C)C
    2.2 | -2 | -2 | 9 | -4 | 0 | -1 | 14 | -1 | 5
#25 COc1ccc(OC)c(CN2CCN(C(=O)CNC(=O)c3ccc(C(C)(C)C)cc3)CC2)c1
    0.7 | -4 | 1 | 2 | -11 | -4 | 2 | 23 | -2 | 1
#26 Cc1ccccc1CC1(CO)CCCN(Cc2ccc(C#CC(C)(C)O)cc2)C1 (stereo unspecified)
    -0.3 | -3 | -3 | 4 | -17 | 2 | 2 | -1 | -3 | -5
#27 CC(NC(=O)c1ccc(Cl)c(S(=O)(=O)N2CCCCCC2)c1)c1cccnc1 (stereo unspecified)
    0.7 | -9 | 3 | 0 | -12 | -1 | -1 | -8 | -3 | 2
#28 O=C(C[C@H]1C/C=C\CC[C@H](Cc2ccc(F)cc2)C(=O)OC[C@H]2CCCN2C1=O)N[C@@H](CO)Cc1ccccc1
    -1.3 | 4 | 4 | 0 | -5 | -1 | 3 | 2 | 1 | -6
#29 CCN(c1ccccc1)S(=O)(=O)c1ccc(C(=O)N2CCN(c3ccccc3F)CC2)cc1
    -0.1 | 3 | -1 | 4 | -12 | -1 | 6 | -10 | -5 | 3
#30 COc1ccc(C(=O)Nc2nc3ccccc3s2)cc1
    -1.4 | -2 | 1 | -10 | -33 | 9 | -5 | 4 | 1 | 12
#31 CNC(=O)C[C@@H]1C(=O)N(CCc2ccccc2)CC1(C)C
    0.9 | -7 | 13 | 0 | 0 | 2 | 3 | 3 | 3 | 1
#32 NC(=O)c1ccc(/C=N/O)[n+](Cc2ccccc2)c1
    1.0 | 4 | -1 | 6 | 6 | 1 | -8 | 1 | -1 | 13
#33 Cc1cc(C)nc(N/N=C/c2ccncc2)n1
    -0.6 | 3 | 2 | -8 | 1 | 3 | 9 | -3 | 1 | 1
#34 Nc1c(Cl)cc(Cl)cc1C(=O)OCC(=O)N1CCOCC1
    1.0 | -7 | -1 | 6 | -1 | -4 | -7 | 5 | 0 | 4
#35 COc1ccc(CCN2C(=O)CC(Cc3ccc(Br)cc3)C2=O)cc1OC (stereo unspecified)
    -0.9 | 5 | 2 | 2 | 0 | -3 | -6 | -7 | -1 | 0
#36 CC(=O)N1CCOc2ccc(S(=O)(=O)Nc3cccc(C)n3)cc21
    -1.2 | 15 | 3 | 1 | 4 | 2 | 2 | -4 | -2 | 0
#37 O=C(Nc1ccc(Br)cc1F)c1sccc1-n1cccc1
    -0.6 | -9 | 7 | -14 | -35 | -6 | 7 | -3 | 0 | 2
#38 Cc1cccnc1NC(=O)C1CCCN(S(=O)(=O)c2ccc3c(c2)oc(=O)n3C)C1 (stereo unspecified)
    -0.9 | 5 | -1 | 3 | 3 | 2 | 2 | -2 | 0 | 0
#39 CCS(=O)(=O)N1CCC(NC(=O)c2ccco2)CC1
    -2.1 | 7 | 0 | -2 | 1 | -1 | 4 | 5 | -7 | 6
#40 COC(=O)c1nnn(-c2cccc(Cl)c2)c1C(=O)OC
    0.2 | 25* | 0 | 2 | 5 | -1 | -14 | -1 | 0 | -4
#41 COC(=O)C1CCN(CC(=O)Nc2ccccc2Sc2ccccc2)CC1
    -1.9 | -4 | -5 | -7 | -9 | -3 | -2 | 4 | -2 | -8
#42 Cc1nn(C(C)(C)C)c(NC(=O)c2ccccc2)c1C#N
    -1.4 | 8 | 9 | 5 | 2 | 5 | 1 | -13 | -1 | 0
#43 CCOC(=O)C1=C(C)NC(=O)CC1c1cc2c(cc1[N+](=O)[O-])OCO2 (stereo unspecified)
    -7.7 | 3 | -37 | 7 | -3 | -9 | -5 | -6 | -3 | 7
#44 Cn1cccc1Cc1nnc(SCC(=O)N2CCCc3ccccc32)n1-c1ccc(F)cc1
    -1.3 | 4 | 2 | 1 | -2 | -5 | 1 | 12 | 1 | -1
#45 O=C(CN1C(=O)NC2(CCCCCCC2)C1=O)NCc1ccc2c(c1)OCO2
    1.9 | 12 | -3 | -6 | -3 | 3 | 2 | 12 | -4 | -6
#46 O=C(Nc1cc2ccccc2oc1=O)C1CCCCC1
    -1.9 | -8 | 12 | -1 | 0 | 4 | 0 | -4 | 1 | 0
#47 Cc1c(Cl)c([N+](=O)[O-])nn1CCCC(=O)NC1CCCCC1
    0.1 | -1 | -1 | 3 | 3 | 0 | 2 | 12 | 0 | -4
#48 O=C(ON=C1CCN(S(=O)(=O)c2ccccc2)CC1)c1cccc(Cl)c1
    -3.0 | -2 | 1 | -6 | 1 | -1 | -2 | 11 | 1 | -6
#49 O=S(=O)(NCCN1CCOCC1)c1ccc(Cl)c(Cl)c1
    -5.2 | -10 | -2 | 3 | 1 | 1 | 3 | -12 | 3 | -5
#50 CCCC(=O)Nc1ccc(-c2csc(-c3cccnc3)n2)cc1
    -4.4 | -1 | 7 | -8 | -19 | -9 | -1 | -12 | 3 | -5

Compound profiles, from the list above. Order of values: PG9 Ab binder, ARFGAP1 inh, Rev-erbA mod, ABHD4 inh, HTRA1 inhibitor, NPR1 activator, GC-B act, ASAP1 inh, SMARCA2 activ, rCAG RNA binder
Profile of COC(=O)C1CCN(CC(=O)Nc2ccccc2Sc2ccccc2)CC1 : -1.9, -4, -5, -7, -9, -3, -2, 4, -2, -8
Profile of COc1cc(N)c(C(=O)c2nccc3cc(OC)c(OC)cc23)cc1OC : -1.4, -17, 1, -2, 5, 0, 2, 8, 1, 1
Profile of N#Cc1ccc(/C=C/C(=O)c2ccccc2)cc1 : -1.3, 7, 3, -4, -8, 8, -8, -3, -4, -1

The listing continues:
Below each SMILES: PG9 Ab binder | ARFGAP1 inh | Rev-erbA mod | ABHD4 inh | HTRA1 inhibitor | NPR1 activator | GC-B act | ASAP1 inh | SMARCA2 activ | rCAG RNA binder
#51 CC(C)CN1C(=O)C[C@@]2(C(=O)N(C)c3ccc(NC(=O)c4cc(F)ccc4F)cc32)C1c1ccccc1 (stereo partly specified)
    . | . | 4 | 0 | . | 0 | -4 | . | -1 | -3
#52 COc1ccc(-c2cccc3c2NC(=O)C3=O)cc1OC
    -2.6 | 0 | -3 | 0 | -5 | -17 | -20 | -16 | 1 | 1
#53 CC(=O)c1cccc(NC(=O)C(C)OC(=O)CCCN=C2NS(=O)(=O)c3ccccc32)c1 (stereo unspecified)
    0.9 | -6 | -6 | -6 | -9 | 2 | 0 | 8 | -3 | 4
#54 COC(=O)C1=C(C)N(Cc2ccc(C(F)(F)F)cc2)C(=NCC2CC2)NC1c1ccccc1C(F)(F)F (stereo unspecified)
    0.1 | 4 | 7 | 9 | . | -16 | -11 | 1 | 1 | 3
#55 CCC(C)c1ccc(OCC(=O)Nc2ccc3c(c2)C(=O)NC3=O)cc1 (stereo unspecified)
    -1.1 | 10 | -5 | -6 | -5 | 0 | -6 | 4 | -2 | 2

An unsorted share of the library; 4.4% or so of the library scored in one or more.
